NSD2 inh = NSD2 (human) methyltransferase inhibition; O96028; NSD2-SET H3K36me1 DELFIA fluorescence, biochemical; inhibition, % at 12.5 µM; 44,000 tested, 0.07% active; in the data active = inhibition above about 54%, passing the limit was not always enough; inconclusive = no clear call, values can overlap the other calls;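 note: inhibitors reduce the monomethyl H3K36 fluorescence signal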
Target sequence (O96028 whole entry, looked up): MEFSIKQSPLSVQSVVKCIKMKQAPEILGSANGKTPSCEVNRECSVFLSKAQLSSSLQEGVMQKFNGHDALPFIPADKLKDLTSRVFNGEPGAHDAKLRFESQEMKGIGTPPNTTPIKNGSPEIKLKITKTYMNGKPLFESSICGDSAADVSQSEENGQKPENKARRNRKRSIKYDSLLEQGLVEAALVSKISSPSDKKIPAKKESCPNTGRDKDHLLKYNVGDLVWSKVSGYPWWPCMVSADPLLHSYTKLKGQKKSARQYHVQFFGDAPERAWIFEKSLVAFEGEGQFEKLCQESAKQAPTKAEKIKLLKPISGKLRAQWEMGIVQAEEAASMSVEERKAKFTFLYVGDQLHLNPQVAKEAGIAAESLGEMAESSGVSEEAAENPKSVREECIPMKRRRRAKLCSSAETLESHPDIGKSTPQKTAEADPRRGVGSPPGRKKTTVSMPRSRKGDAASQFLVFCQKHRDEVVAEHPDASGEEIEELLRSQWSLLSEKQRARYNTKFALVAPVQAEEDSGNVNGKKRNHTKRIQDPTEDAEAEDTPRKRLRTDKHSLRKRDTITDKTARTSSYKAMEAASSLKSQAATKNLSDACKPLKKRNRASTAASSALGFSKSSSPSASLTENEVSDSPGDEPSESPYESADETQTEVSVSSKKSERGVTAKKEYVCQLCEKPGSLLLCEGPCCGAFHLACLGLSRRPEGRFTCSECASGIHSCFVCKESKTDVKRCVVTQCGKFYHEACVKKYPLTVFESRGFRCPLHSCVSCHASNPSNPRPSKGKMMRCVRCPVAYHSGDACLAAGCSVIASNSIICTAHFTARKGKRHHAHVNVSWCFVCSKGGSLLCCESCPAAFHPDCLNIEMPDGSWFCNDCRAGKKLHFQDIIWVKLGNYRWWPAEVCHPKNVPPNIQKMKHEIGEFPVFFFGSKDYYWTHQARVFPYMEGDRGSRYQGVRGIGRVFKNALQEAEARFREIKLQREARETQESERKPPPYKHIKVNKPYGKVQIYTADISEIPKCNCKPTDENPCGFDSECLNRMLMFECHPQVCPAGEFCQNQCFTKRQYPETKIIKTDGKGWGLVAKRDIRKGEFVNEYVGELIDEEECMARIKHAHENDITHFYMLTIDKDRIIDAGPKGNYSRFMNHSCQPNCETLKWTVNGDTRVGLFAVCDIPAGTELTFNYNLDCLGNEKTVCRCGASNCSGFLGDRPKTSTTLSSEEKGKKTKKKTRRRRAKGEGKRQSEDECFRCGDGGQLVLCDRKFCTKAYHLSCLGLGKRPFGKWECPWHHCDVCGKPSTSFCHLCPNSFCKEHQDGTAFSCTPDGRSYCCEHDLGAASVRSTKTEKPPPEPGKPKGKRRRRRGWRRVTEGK
The depositor's hits bear a star; ? = inconclusive. A portion of the library; the hit share may differ from the screen's.

no. | structure | NSD2 inh
1 | CC(C)NC(=O)N(C)C[C@@H]1OCCCC[C@H](C)Oc2ccc(NC(=O)c3ccncc3)cc2C(=O)N([C@H](C)CO)C[C@@H]1C | -3.1
2 | C[C@H](CO)N1C[C@H](C)[C@H](CN(C)S(=O)(=O)c2cn(C)cn2)Oc2c(NC(=O)c3ccc(-c4nccs4)cc3)cccc2C1=O | 3.5
3 | C[C@@H]1CN([C@@H](C)CO)S(=O)(=O)c2ccc(C#CCN(C)C)cc2O[C@@H]1CN(C)Cc1ccccc1F | 6.3
4 | CC(C)CC(=O)O[C@@H]1OC=C(CO[C@@H]2O[C@H](CO)[C@@H](O)[C@H](O)[C@H]2O)[C@H]2C[C@H](O)[C@@](C)(O)[C@@H]12 | -8.7
5 | Cc1ccc(S(=O)(=O)Nc2ccc3c(c2)CC(=O)N([C@@H](C)CO)C[C@H](C)[C@H](CN(C)S(=O)(=O)c2ccccc2)O3)cc1 | -0.9
6 | C[C@@H]1CN([C@@H](C)CO)C(=O)CCCn2cc(nn2)CO[C@H]1CN(C)S(=O)(=O)c1cn(C)cn1 | 16.2
7 | COc1cccc(-c2cnc3c(c2)C(=O)N([C@@H](C)CO)C[C@H](C)[C@H](CN(C)CC2CCOCC2)O3)c1 | -0.3
8 | C[C@@H]1CCCCO[C@@H](CN(C)C(=O)C2CCCCC2)[C@@H](C)CN([C@H](C)CO)C(=O)c2cc(NC(=O)c3ccncc3)ccc2O1 | 1.8
9 | O=C1c2ccccc2C(=O)N1C[C@@H]1CCCN(Cc2cccc(OCCO)c2)C1 | 0.0
10 | O=C(Nc1cc(C(F)(F)F)ccc1N1CCc2ccccc2C1)c1ccccc1 | -0.2
11 | C[C@H]1CN([C@@H](C)CO)C(=O)c2cccc(NC(=O)CCCCCC(=O)Nc3ccccc3N)c2O[C@H]1CN(C)C(=O)Nc1cccc2ccccc12 | 6.6
12 | O=C(C[C@H]1C[C@@H]2c3cc(NC(=O)c4cccnc4)ccc3O[C@@H]2[C@@H](CO)O1)NCc1cccc(F)c1 | -2.0
13 | CCC(=O)N(C)C[C@@H]1Oc2cc(-c3ccncc3)ccc2S(=O)(=O)N([C@H](C)CO)C[C@H]1C | -0.2
14 | CC(=O)N(C)C[C@H]1Oc2ncc(-c3ccc(C#N)cc3)cc2C(=O)N([C@@H](C)CO)C[C@H]1C | -4.8
15 | C[C@@H]1CN([C@H](C)CO)S(=O)(=O)c2ccc(C#CC3CCCC3)cc2O[C@@H]1CN(C)C(=O)C1CC1 | -3.8

Another view of part of the listing above.
(6) C[C@@H]1CN([C@@H](C)CO)C(=O)CCCn2cc(nn2)CO[C@H]1CN(C)S(=O)(=O)c1cn(C)cn1
  NSD2 inh: 16.2

(7) COc1cccc(-c2cnc3c(c2)C(=O)N([C@@H](C)CO)C[C@H](C)[C@H](CN(C)CC2CCOCC2)O3)c1
  NSD2 inh: -0.3

(8) C[C@@H]1CCCCO[C@@H](CN(C)C(=O)C2CCCCC2)[C@@H](C)CN([C@H](C)CO)C(=O)c2cc(NC(=O)c3ccncc3)ccc2O1
  NSD2 inh: 1.8

(9) O=C1c2ccccc2C(=O)N1C[C@@H]1CCCN(Cc2cccc(OCCO)c2)C1
  NSD2 inh: 0.0

The results go on:
no. | structure | NSD2 inh
16 | COc1ccc(NC(=O)N(C)C[C@@H]2Oc3ccc(NS(=O)(=O)c4ccc(Cl)cc4)cc3C(=O)N([C@H](C)CO)C[C@H]2C)cc1 | 5.3
17 | Cc1onc(-c2ccccc2)c1-c1ccnn1S(=O)(=O)c1ccc(Cl)cc1 | -0.2
18 | Cc1noc(C)c1NC(=O)N(C)C[C@@H]1Oc2ccc(NC(=O)c3ccncc3)cc2CC(=O)N([C@@H](C)CO)C[C@@H]1C | 0.0
19 | C[C@H]1CN([C@@H](C)CO)S(=O)(=O)c2ccc(-c3cncnc3)cc2O[C@@H]1CN(C)Cc1cccnc1 | 2.1
20 | O=C(C[C@@H]1C[C@H]2c3cc(NC(=O)c4cccnc4)ccc3O[C@H]2[C@H](CO)O1)NCC1CC1 | 8.4
21 | C[C@H]1CN([C@@H](C)CO)C(=O)Cc2cc(NC(=O)C3CCCCC3)ccc2O[C@H]1CN(C)Cc1ccc(-c2ccccc2)cc1 | 3.4
22 | C[C@H]1CN([C@@H](C)CO)C(=O)c2cc(C#CC3(O)CCCC3)cnc2O[C@H]1CN(C)C(=O)C1CCCCC1 | 1.0
23 | C/C=C/c1cnc2c(c1)C(=O)N([C@@H](C)CO)C[C@@H](C)[C@H](CN(C)C(=O)C1CCOCC1)O2 | 0.9
24 | COc1ccc(CN(C)C[C@@H]2OCCCC[C@@H](C)Oc3ccc(NC(=O)Nc4ccc(OC)cc4)cc3C(=O)N([C@@H](C)CO)C[C@@H]2C)cc1 | 6.1
25 | C[C@H]1CCCCO[C@H](CN(C)S(=O)(=O)c2cn(C)cn2)[C@@H](C)CN([C@@H](C)CO)C(=O)c2cc(NS(=O)(=O)c3ccc(Cl)cc3)ccc2O1 | 1.2
26 | C/C=C/c1ccc2c(c1)O[C@@H](CN(C)C(=O)CN(C)C)[C@@H](C)CN([C@H](C)CO)S2(=O)=O | 3.1
27 | C[C@@H]1CN([C@@H](C)CO)C(=O)Cc2cc(NC(=O)C3CC3)ccc2O[C@@H]1CN(C)Cc1ccncc1 | 4.6
28 | COCCOC(=O)C1=C(C)NC(C)=C(C(=O)OC/C=C/c2ccccc2)C1c1cccc([N+](=O)[O-])c1 (configuration not stated) | -2.2
29 | CC(C)(C)CC(=O)NCc1ccc(S(N)(=O)=O)cc1 | 2.0
30 | O=C(CCCc1ccc(-c2ccccc2F)cc1)Nc1ccc(O)cc1 | -2.0
31 | COc1ccc(CNC(=O)N(C)C[C@H]2OCc3ccccc3-c3c(n(C)c4ccccc34)C(=O)N([C@H](C)CO)C[C@H]2C)cc1 | 2.6
32 | CC/C=C/c1ccc(C)cc1/C=C/CCCC(=O)O | -3.6
33 | C[C@H](CO)N1C[C@H](C)[C@H](CN(C)S(C)(=O)=O)Oc2ncc(C#CCN(C)C)cc2C1=O | 10.6
34 | C[C@H](CO)N1C[C@H](C)[C@@H](CN(C)S(=O)(=O)c2ccc(F)cc2)Oc2c(NC(=O)Nc3ccc4c(c3)OCO4)cccc2C1=O | -0.4
35 | COCC#Cc1ccc2c(c1)O[C@@H](CN(C)Cc1ccncc1)[C@@H](C)CN([C@@H](C)CO)S2(=O)=O | 2.0
36 | O=C(C[C@@H]1C=C[C@H](NC(=O)CN2CCOCC2)[C@@H](CO)O1)NC1CCCCC1 | -3.5
37 | C[C@H](CO)N1C[C@H](C)[C@H](CN(C)C(=O)CCC(F)(F)F)OCc2ccccc2-c2c(n(C)c3ccccc23)C1=O | -5.5
38 | C[C@H]1CN([C@@H](C)CO)C(=O)Cc2cc(NC(=O)CCC(F)(F)F)ccc2O[C@@H]1CN(C)Cc1ccc2c(c1)OCO2 | -6.5
39 | O=C(C[C@H]1C[C@H]2c3cc(NC(=O)NC4CCCCC4)ccc3O[C@H]2[C@H](CO)O1)NCc1ccccn1 | -3.8
40 | C[C@@H]1CN([C@H](C)CO)C(=O)c2cc(NS(=O)(=O)c3ccc(Cl)cc3)ccc2O[C@@H](C)CCCCO[C@@H]1CN(C)Cc1ccccc1 | -1.5
41 | C[C@H](CO)N1C[C@H](C)[C@H](CN(C)C(=O)C2CCC2)Oc2ncc(C3=CCCC3)cc2C1=O | -2.5
42 | C[C@@H]1CN([C@H](C)CO)C(=O)c2cc(C#Cc3ccccc3F)cnc2O[C@H]1CN(C)C(=O)C1CCCCC1 | -7.4
43 | C[C@H](CO)N1C[C@H](C)[C@H](CN(C)Cc2ccc3c(c2)OCO3)Oc2ccc(NC(=O)Nc3ccc4c(c3)OCO4)cc2C1=O | -1.8
44 | COc1ccc(CN(C)C[C@H]2OCCCC[C@H](C)Oc3ccc(NC(=O)C4CCCCC4)cc3C(=O)N([C@@H](C)CO)C[C@@H]2C)cc1 | 1.6
45 | COc1ccc(S(=O)(=O)N(C)C[C@@H]2Oc3ccc(NC(=O)Cc4ccccc4)cc3CC(=O)N([C@H](C)CO)C[C@H]2C)cc1 | -3.0
46 | CC1C(=O)C(=O)[C@@H]2O[C@@H]2C1=O (some centres not stated) | 2.1
47 | C[C@H]1CCCCO[C@@H](CN(C)CC2CCCCC2)[C@@H](C)CN([C@@H](C)CO)C(=O)c2cc(NC(=O)C3CCCCC3)ccc2O1 | 0.2
48 | C[C@H](CO)N1C[C@H](C)[C@H](CN(C)S(=O)(=O)c2ccccc2)Oc2ncc(-c3cccc(F)c3)cc2C1=O | -2.5
49 | C[C@H]1CN([C@@H](C)CO)C(=O)c2cc(NS(=O)(=O)c3cn(C)cn3)ccc2O[C@H]1CN(C)Cc1ccc(C(=O)Nc2ccccc2N)cc1 | 3.6
50 | C[C@H]1CN([C@@H](C)CO)C(=O)c2cc(C#Cc3ccc(F)cc3)cnc2O[C@@H]1CN(C)Cc1ccccn1 | 1.2
51 | C[C@@H]1CN([C@H](C)CO)C(=O)c2cc(NC(=O)Cn3cnnn3)ccc2O[C@@H]1CN(C)C | 1.9
52 | Cc1ccc(-c2cnc3c(c2)C(=O)N([C@H](C)CO)C[C@H](C)[C@@H](CN(C)C(=O)c2cccc(F)c2)O3)cc1 | 0.7
53 | Cc1ccc(S(=O)(=O)N(C)C[C@@H]2Oc3c(NC(=O)C4CCOCC4)cccc3C(=O)N([C@H](C)CO)C[C@H]2C)cc1 | 16.9
54 | CCCN(C)C[C@H]1Oc2cc(C#Cc3ccccc3OC)ccc2S(=O)(=O)N([C@H](C)CO)C[C@H]1C | -1.6
55 | Cc1ccc(-c2ccc3c(c2)O[C@@H](CN(C)C)[C@@H](C)CN([C@H](C)CO)S3(=O)=O)cc1 | 1.1
56 | C[C@H]1CN([C@@H](C)CO)S(=O)(=O)c2ccc(-c3cncnc3)cc2O[C@@H]1CN(C)C(=O)Cc1ccccc1 | 3.9
57 | COc1ccc(NC(=O)Nc2ccc3c(c2)CC(=O)N([C@H](C)CO)C[C@H](C)[C@H](CN(C)C(=O)Nc2c(C)noc2C)O3)cc1 | -5.5
58 | CC(C)(C)OC(=O)NC/C=N/NC(=O)c1ccccn1 | -3.9
59 | COc1ccc(S(=O)(=O)N(C)C[C@@H]2OCCCC[C@@H](C)Oc3ccc(NC(=O)Nc4ccccc4)cc3C(=O)N([C@@H](C)CO)C[C@H]2C)cc1 | -3.1
60 | O=C(CCCCC(=O)N/N=C/c1ccccn1)NO | -4.0

Entries by screen from the list.
NSD2 inh, nos. 49 to 57 → 3.6, 1.2, 1.9, 0.7, 16.9, -1.6, 1.1, 3.9, -5.5

(continued)
no. | structure | NSD2 inh
61 | COC(=O)C(CC#Cc1ccc2c(c1)[C@]1(C(=O)N2)[C@H](C(=O)NC[C@H](O)c2ccccc2)[C@H]2C(=O)O[C@H](c3ccccc3)[C@H](c3ccccc3)N2[C@@H]1c1ccccc1OCCO)C(=O)OC | 3.0
62 | CN(C)CC(=O)Nc1ccc2c(c1)[C@H]1C[C@H](CC(=O)NCc3ccncc3)O[C@H](CO)[C@H]1O2 | ?
63 | COCC(=O)N(C)C[C@@H]1Oc2ncc(C#Cc3ccc(OC)cc3)cc2C(=O)N([C@@H](C)CO)C[C@@H]1C | -1.8
64 | C[C@@H]1CN([C@H](C)CO)C(=O)Cc2cc(NC(=O)NC3CCCCC3)ccc2O[C@@H]1CN(C)C(=O)Nc1cccc2ccccc12 | -0.8
65 | Cc1noc(C)c1S(=O)(=O)Nc1ccc2c(c1)CC(=O)N([C@H](C)CO)C[C@@H](C)[C@@H](CN(C)C(=O)Nc1cccc3ccccc13)O2 | 12.6
66 | COCC(=O)N(C)C[C@H]1Oc2cc(Br)ccc2S(=O)(=O)N([C@H](C)CO)C[C@H]1C | -0.4
67 | C[C@H]1CN([C@@H](C)CO)C(=O)c2cc(C#CC3(O)CCCC3)cnc2O[C@H]1CN(C)C(=O)CN(C)C | -3.2
68 | CCCNC(=O)N(C)C[C@H]1Oc2cc(C#Cc3ccccn3)ccc2S(=O)(=O)N([C@@H](C)CO)C[C@H]1C | 20.4
69 | COc1cccc(NC(=O)N(C)C[C@@H]2Oc3ncc(C#Cc4cccnc4)cc3C(=O)N([C@H](C)CO)C[C@@H]2C)c1 | -0.1
70 | COC(=O)C1=CO[C@@H](O[C@@H]2O[C@H](CO)[C@@H](O)[C@H](O)[C@H]2O)[C@@H]2[C@@](C)(O)[C@@H](O)C[C@]12O | -5.2
71 | C[C@@H]1CN([C@@H](C)CO)C(=O)c2cccc(NS(=O)(=O)c3cccs3)c2O[C@@H]1CN(C)CC1CC1 | 4.1
72 | CC(C)CC#Cc1ccc2c(c1)O[C@@H](CN(C)C(=O)c1ccccc1)[C@H](C)CN([C@H](C)CO)S2(=O)=O | 0.1
73 | COc1ccc(S(=O)(=O)Nc2ccc3c(c2)C(=O)N([C@@H](C)CO)C[C@@H](C)[C@H](CN(C)S(=O)(=O)c2ccc(OC)cc2)O3)cc1 | -2.9
74 | C[C@H]1CCCCO[C@H](CN(C)C(=O)c2ccccc2)[C@@H](C)CN([C@@H](C)CO)C(=O)c2cc(NC(=O)c3ccccc3)ccc2O1 | -2.1
75 | O=C(Nc1ccc(N2CCOCC2)cc1Cl)C1CCN(C(=O)OCc2ccccc2)CC1 | 3.7
76 | COCC#Cc1cnc2c(c1)C(=O)N([C@H](C)CO)C[C@@H](C)[C@H](CN(C)Cc1ccc3c(c1)OCO3)O2 | 7.0
77 | C[C@H](CO)N1C[C@H](C)[C@H](CN(C)C)Oc2ncc(-c3cccnc3)cc2C1=O | -4.9
78 | O=C(C[C@H]1C[C@@H]2c3cc(NS(=O)(=O)c4ccc(F)cc4)ccc3O[C@@H]2[C@@H](CO)O1)NCc1ccc(Cl)cc1 | -2.4
79 | C[C@H](CO)N1C[C@H](C)[C@@H](CN(C)C(=O)Oc2ccccc2)OCc2ccccc2-c2ccccc2C1=O | 13.1
80 | C[C@H]1CN([C@@H](C)CO)C(=O)Cc2cc(NC(=O)Nc3ccc(F)cc3)ccc2O[C@@H]1CN(C)C(=O)Nc1ccc(C(F)(F)F)cc1 | -8.9

3 entries from above, ordered by their value in NSD2 inh, largest number first.
no. | structure | NSD2 inh
79 | C[C@H](CO)N1C[C@H](C)[C@@H](CN(C)C(=O)Oc2ccccc2)OCc2ccccc2-c2ccccc2C1=O | 13.1
78 | O=C(C[C@H]1C[C@@H]2c3cc(NS(=O)(=O)c4ccc(F)cc4)ccc3O[C@@H]2[C@@H](CO)O1)NCc1ccc(Cl)cc1 | -2.4
77 | C[C@H](CO)N1C[C@H](C)[C@H](CN(C)C)Oc2ncc(-c3cccnc3)cc2C1=O | -4.9

From PubChem
